# NTMT1 inh = Primary qHTS for Inhibitors of N-terminal methyltransferase 1 (NTMT1): MTaseGlo Assay. N-terminal Xaa-Pro-Lys N-methyltransferase 1 (Homo sapiens), Q9BV86. NTMT1 MTase-Glo SAH luminescence, purified enzyme. Potency, µM (titrated, usually from 114 µM), for inactives: top-dose activity change, negative = inhibition, actives largely listed as inhibitors. actives 2.5% (n = 59,000). AID 1645870, 2021; active = well fitted inhibition curve with a large enough effect; inconclusive = small, poorly fitted or top-dose-only effect;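 note: plate controls were DMSO vehicle for no effect and no enzyme for full effect; nearly all actives have a fitted effect of over 65% in size; many of its hits are not listed in these tables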
# Target sequence (Q9BV86 whole entry, looked up): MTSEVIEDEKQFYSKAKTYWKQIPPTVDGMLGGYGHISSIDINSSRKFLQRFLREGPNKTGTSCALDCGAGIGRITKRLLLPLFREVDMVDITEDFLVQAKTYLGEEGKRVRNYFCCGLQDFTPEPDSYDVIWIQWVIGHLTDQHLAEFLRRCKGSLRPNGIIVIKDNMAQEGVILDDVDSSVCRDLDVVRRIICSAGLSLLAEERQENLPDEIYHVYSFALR
# Active calls of the source: *; ? = inconclusive; [ ] = remark or other dose. Potency is the fitted concentration of half-maximal effect. Some of the compounds tested. The share of hits here may be higher or lower than overall.
SMILES,NTMT1 inh
N#Cc1nc(Nc2cc(F)cc(F)c2)c2ncn(CCCO)c2n1,10.4%
Cc1ccc(-c2ccc(=O)n(CC(=O)N(C)C(C)c3cccs3)n2)cc1 (stereo unspecified),-2.2%
COc1ccccc1-c1nnc2n1N=C(c1c(OC)cccc1OC)CS2,8.7%
CCCCNc1nc(C)nc2c1nc(-c1ccccc1)n2CCCN1CCCCC1C (stereo unspecified),-12.8%
CCOC(=O)C1CCN(C(=O)C(C)(C)NC(=O)Nc2cccc(C(=O)OC)c2)CC1,-29.2%
CCCCNc1nc(C)nc2c1nc(-c1ccccc1)n2CC1CCN(C)CC1,-15.3%
NC(=O)C1CCN(c2nc(-c3cccc(F)c3)cs2)CC1,-0.1%
O=C(Nc1cccc2nn(-c3ccc(F)cc3)cc12)c1ccccn1,-2.7%
NC(=O)C1CCN(c2ncc(-c3cccc(N4CCCC4)c3)s2)CC1,1.5%
O=C(OCC#CCSc1nnc(-c2cccc3ccccc23)o1)c1cnc[nH]1,3.2%
CN[C@@H](C)C(=O)N[C@H](C(=O)N1CCC[C@H]1C(=O)Nc1sc(-c2ncco2)nc1-c1ccccc1)C1CCCCC1,12.3%
CCOC(=O)c1c(-c2ccc(C)o2)csc1NC(=O)CSc1nnnn1-c1ccccc1,3.55µM*
Cc1cc(N[S+](=O)([O-])c2ccc(NC(=O)Cc3ccc(F)c(C(F)(F)F)c3)cc2)no1,11.7%
Cc1cc(C)n2ncc(C(=O)Nc3ccc(Br)cc3)c2n1,10.7%[57.5 µM]
Fc1ccc(-c2ccc(CNc3nc(-c4ccccc4C(F)(F)F)nc4ccccc34)cc2)cc1,11.4%
CCOC(=O)c1[nH]c2c(c1C)C(=O)CC(c1ccco1)C2 (stereo unspecified),?
Cc1ccc2nc3sc(C(=O)NCCc4cccnc4)cc3cc2c1,1.6%[57.5 µM]
O=C(O)CCCCCNC(=O)CSc1nnc(-c2ccc([S+](=O)([O-])N3CCCC3)cc2)n1-c1ccccc1,12.9%
COc1ccc(C2Nc3ccccc3C(=O)N2Cc2ccc(-c3ccccc3)cc2)cc1COc1ccc(NC(C)=O)cc1 (stereo unspecified),34.1%[activator]
O=C(O)CCCCN(CCc1ccccc1OCc1ccc(CCc2ccccc2)cc1)Cc1ccc(C(=O)O)cc1,-6.3%
COc1ccc(C2Nc3ccccc3C(=O)N2CCO)cc1COc1ccc(NC(C)=O)cc1 (stereo unspecified),-1.3%
O=C(Nc1nccs1)C(c1cc(F)ccc1O)N1Cc2ccccc2C1=O (stereo unspecified),-4.9%
COc1ccc(-c2nc3cccc(OC)c3c(=O)n2Cc2ccccc2)cc1COc1ccc(NC(C)=O)cc1,4.7%
Cc1cc2c(s1)c1cnn(Cc3ccc(C)c(F)c3F)c(=O)c1n2C,8.5%
COC(=O)c1ccc(O)c2ncc(-c3ccc(C(=O)N4CCN(C)CC4)cc3)cc12,0.2%

# Brought forward from above: seven compounds; new compounds follow.
SMILES,NTMT1 inh
COc1ccc(C2Nc3ccccc3C(=O)N2Cc2ccc(-c3ccccc3)cc2)cc1COc1ccc(NC(C)=O)cc1 (stereo unspecified),34.1%[activator]
O=C(O)CCCCN(CCc1ccccc1OCc1ccc(CCc2ccccc2)cc1)Cc1ccc(C(=O)O)cc1,-6.3%
COc1ccc(C2Nc3ccccc3C(=O)N2CCO)cc1COc1ccc(NC(C)=O)cc1 (stereo unspecified),-1.3%
O=C(Nc1nccs1)C(c1cc(F)ccc1O)N1Cc2ccccc2C1=O (stereo unspecified),-4.9%
COc1ccc(-c2nc3cccc(OC)c3c(=O)n2Cc2ccccc2)cc1COc1ccc(NC(C)=O)cc1,4.7%
Cc1cc2c(s1)c1cnn(Cc3ccc(C)c(F)c3F)c(=O)c1n2C,8.5%
COC(=O)c1ccc(O)c2ncc(-c3ccc(C(=O)N4CCN(C)CC4)cc3)cc12,0.2%
O=c1[nH]c(CCl)nc2sc3c(c12)CCCC3,6.5%[57.5 µM]
O=[N+]([O-])c1ccc(-c2nc(Nc3ccc(F)c(F)c3)c3ccccc3n2)cc1,?
COc1cc(C(=O)NC(N)=Nc2ccc(C)c(NC(=O)c3ccc(-c4ccccc4)cc3)c2)cc(OC)c1OC,17.6%
Cc1cc2c(s1)c1cnn(Cc3ccc(C(C)(C)C)cc3)c(=O)c1n2C,6.5%
CCCn1c(-c2ccc(F)cc2)nc2c(NCCN3CCCC3)nc(C)nc21,-4.3%
COc1ccc(C2Nc3ccccc3C(=O)N2C2CCCC2)cc1COc1ccc(NC(C)=O)cc1 (stereo unspecified),32.9%[activator]
Cc1ccc(-c2ccc(=O)n(CC(=O)N(C3CCCCC3)C3CC3)n2)cc1,2.1%
CN(C)c1cc(NC(=O)CNC(C)(C)C)c(O)c2c1C[C@H]1C[C@H]3[C@H](N(C)C)C(=O)C(C(N)=O)=C(O)[C@]3(O)C(=O)C1=C2O,39.8µM*
O=C([C@H](Cc1ccc(O[S+](=O)([O-])c2ccccn2)cc1)N[S+](=O)([O-])c1cccc2cnccc12)N1CCN(c2ccccc2)CC1,9.4%
O=S(=O)(c1ccc(Cl)cc1)N1CCN(S(=O)(=O)c2ccc3c(c2)OCCO3)CC1,32.3%[activator]
O=S(=O)(Nc1nccs1)c1ccc(Nc2nc(-c3ccccc3)cs2)cc1,3.3%[57.5 µM]
N[C@@H](Cc1ccccc1)C(=O)Nc1ccc(Cl)cc1C(=O)c1ccc[nH]1,?
Fc1cc(Nc2nc(-c3ccncc3)nc3ccccc23)ccc1-c1ccc2[nH]ncc2c1,?
NC(=O)c1ccc(-c2noc(-c3cccc(Cl)c3)n2)cc1,-3.9%
COc1ccc(C2Nc3cccc4cccc(c34)N2)cc1,-6.2%
COC(=O)[C@H]1[C@@H](O)[C@@]2(O)c3c(OC)cc(O[C@@H]4O[C@@H]([C@@H](O)CO)CO[C@H]4OC)cc3O[C@@]2(c2ccc(OC)cc2)[C@@H]1c1ccccc1,15.1%
CN(c1ccccc1)c1ccc(CNc2nn3c(=O)c4ccccc4nc3s2)cc1,14.0%
Cc1cccc(CNc2ccc(S(=O)(=O)Nc3nccs3)cc2)c1O,-1.0%
Cn1nnnc1Sc1ncnc2scc(-c3cccc(F)c3)c12,9.7%[57.5 µM]
O=[S+]([O-])(Nc1ccc(-c2nc3ccccc3[nH]2)cc1)c1ccc2c(c1)CCO2,3.7%
Cc1ccc(NCc2ccc(O)c3ncccc23)c(F)c1,-3.4%
COc1ccc(NC(=O)c2ccc(-c3nc4ccccc4[nH]3)cc2)cc1OC,7.8%
Cc1nc(NCCO)c2nc(-c3ccccc3)n(CCN(C)C)c2n1,3.3%
FC(F)(F)c1cccc(N2CCN(C(=S)Nc3cccnc3)CC2)c1,?
CC(=O)N1CCc2cc(-c3nc(NC(=O)Cc4ccc5c(c4)OCO5)sc3C)ccc21,10.6%

# Ordered by molar mass (falling): three of the compounds above.
SMILES,NTMT1 inh
O=S(=O)(Nc1nccs1)c1ccc(Nc2nc(-c3ccccc3)cs2)cc1,3.3%[57.5 µM]
FC(F)(F)c1cccc(N2CCN(C(=S)Nc3cccnc3)CC2)c1,?
O=c1[nH]c(CCl)nc2sc3c(c12)CCCC3,6.5%[57.5 µM]

# (cont.)
SMILES,NTMT1 inh
O=[S+]([O-])(Nc1ccccc1)c1ccc(NCc2cccc(C(F)(F)F)c2Cl)cc1,5.8%[57.5 µM]
CC(=O)Nc1ccc(C(=O)Nc2ccc(-c3nc4ccccc4[nH]3)cc2)cc1,3.6%
O=C(CCCc1ccccc1)NC(c1ccco1)c1cc(Cl)c2cccnc2c1O (stereo unspecified),7.8%[57.5 µM]
Cc1ccc(S(=O)(=O)Nc2ccccc2C(=O)Nc2cccc(-c3ccccc3)c2)cc1,-0.9%
COc1cccc(NC(=S)N2CCN(c3ccccc3C(F)(F)F)CC2)n1,?
CCOC(=O)C1CCN(C(=O)C(C)(C)NC(=O)Nc2ccc3sccc3c2)CC1,4.8%[57.5 µM]
CCOc1ccc(C(=O)Nc2ccc(-c3nc4ccccc4[nH]3)cc2)cc1[N+](=O)[O-],-2.1%
COc1ccc(C2Nc3ccccc3C(=O)N2CCc2ccccc2)cc1COc1ccc(NC(C)=O)cc1 (stereo unspecified),33.3%[activator]
Cc1cc2c(s1)c1c(C)nn(Cc3ccc(F)cc3)c(=O)c1n2C,11.6%
Cc1ccnc(N(C)C(=S)N2CCN(c3cccc(C(F)(F)F)c3)CC2)c1,-5.5%
CN1C(=O)c2sccc2N(C)c2nc(Nc3ccc(S(N)(=O)=O)cc3)ncc21,?
CCC(=O)Nc1ccc(Cl)cc1C(=O)c1ccc[nH]1,-0.9%
O=c1c2ccccc2nc2sc(Nc3ccc(Br)cc3)nn12,-2.2%
O=C(CNC(=O)c1ccccc1)OC(C(=O)Nc1ccc2c(c1)OCO2)c1ccccc1 (stereo unspecified),5.4%
Cc1cc(N[S+](=O)([O-])c2cc3c(cc2F)NC(=O)CC3)ccc1Br,-19.6%
O=C1c2ccccc2C(=O)N1c1cccc2ncccc12,-2.2%
N#Cc1ccc(-c2ccc(NC(=O)c3cccs3)cn2)cc1,10.9%
CC(=O)c1ccc(N2CCN(S(=O)(=O)c3ccc4c(c3)OCC(=O)N4)CC2)cc1,7.4%[57.5 µM]
O=C(OCc1ccccc1)N1CCN(C(=O)[C@H](Cc2ccc(O[S+](=O)([O-])c3cccc4cnccc34)cc2)N[S+](=O)([O-])c2cccc3cnccc23)CC1,13.2%
O=C(OCC#CCSc1nnc(-c2cccc3ccccc23)o1)c1ccc(Br)cc1,-9.1%
COc1cccc(NS(=O)(=O)c2ccc(C)cc2)c1C(=O)Nc1nc(-c2ccccc2)cs1,38.5%[activator]
COc1ccccc1CNC(=O)Nc1nnc(-c2ccncc2)s1,2.8%
CS(=O)(=O)c1ccc(C(=O)OCC#CCSc2nnc(-c3cccc4ccccc34)o2)cc1,6.9%
COc1ccc(C2NC(=O)c3ccccc3N2)cc1COc1ccc(NC(C)=O)cc1 (stereo unspecified),3.6%
Clc1ccccc1CSc1nc2ncc(Br)cc2[nH]1,-6.6%[57.5 µM]

# The listing continues.
SMILES,NTMT1 inh
O=S1(=O)N=C(OCc2ccccc2)c2ccccc21,2.7%
CN1C(=O)Cc2cc([S+](=O)([O-])N3CCN([S+](=O)([O-])c4c(F)cccc4F)CC3)ccc21,?
CCOc1cc(CCNC(=O)c2cc3sccc3n2Cc2ccccc2)cc(F)c1OCC,13.1%
CN(C)CCCNc1ncnc2ccc(-c3ccc4c(c3)OCO4)cc12,?
COc1cccc(CNc2ccc(C(=O)Nc3nccs3)cc2)c1O,-0.7%
O=S(=O)(Nc1nccs1)c1ccc(NCc2cccc(Br)c2O)cc1,-7.1%
NC(=O)C1CCN(c2nc(-c3cccc(N)c3)cs2)CC1,2.3%
N#Cc1cc(NC(=O)Nc2nnc(-c3ccncc3)s2)ccc1Cl,-16.3%
S=C(Nc1cc(Cl)ccn1)N1CCN(c2ccc(Cl)cc2Cl)CC1,?
Cc1ccc(-c2cc(C(=O)Nc3ccccn3)c3ccccc3n2)cc1C,-8.5%
Cc1cc(C)nc(NC(=S)N2CCN(c3noc4ccccc34)CC2)c1,?
Cc1c(O)cccc1C(=O)NC(CSc1ccccc1)C(O)CN1CC2CCCCC2CC1C(=O)NC(C)(C)C (stereo unspecified),12.1%
O=C(Nc1nc(-c2ccccc2)cs1)c1cccc(NS(=O)(=O)c2nccs2)c1,?
C[C@@H]1CC(=O)Nc2cccc(-c3ccc4c(c3)c(-c3cnn(C)c3)nn4C)c2N1,6.1%
COc1ccc(C2c3c(n(Cc4ccccc4)cnc3=N)Oc3ccc4ccccc4c32)cc1OC (stereo unspecified),-12.3%[57.5 µM]
Cc1ccc(OCCn2c(CCNC(=O)Cc3cccc(F)c3)nc3ccccc32)cc1,6.5%
COC(=O)c1cncc(NC(=O)c2cccs2)c1,8.2%
O=C(OCC#CCSc1nnc(-c2cc3ccccc3cc2O)o1)c1ccc(F)cc1,-2.9%
Cc1ccc(CCCn2c(CCNC(=O)C3CCCCC3)nc3ccccc32)cc1,12.8%
N#Cc1c(-c2cccc(Cl)c2)no[n+]1[O-],4.1%
O=C(OCC#CCSc1nnc(-c2ccc3ccccc3c2)o1)c1ccc(F)c(F)c1,2.7%
Cc1cc(C)n2ncc(C(=O)Nc3ccc(Cl)c(Cl)c3)c2n1,8.8%
NS(=O)(=O)c1ccc(NC(=S)N2CCN(C/C=C/c3ccccc3)CC2)cc1,?
Cc1cc(N2C(=O)c3ccccc3C2=O)n[nH]1,-13.6%
Cc1ccc(-c2cc(C(=O)Nc3nc4ccccc4s3)c3ccccc3n2)cc1C,-16.8%

# Two entries from above in a different format:
mol	NTMT1 inh
Cc1ccnc(N(C)C(=S)N2CCN(c3cccc(C(F)(F)F)c3)CC2)c1	-5.5%
CN1C(=O)c2sccc2N(C)c2nc(Nc3ccc(S(N)(=O)=O)cc3)ncc21	?

# New compounds follow.
SMILES,NTMT1 inh
COc1ccc(O)c(CNc2ccc(S(=O)(=O)Nc3nccs3)cc2)c1,2.3%
Cn1nnnc1Sc1ncnc2scc(-c3cccc4c3sc3ccccc34)c12,-12.8%
COc1cc(O)c(C(CC(=O)N2CCCCC2)c2ccc(C)cc2)c(OC)c1 (stereo unspecified),16.4%
CC(C)(CO)n1cc(C(=O)c2cncc(NC(=O)Cc3ccc(Cl)cn3)c2)c2cnc(N)nc21,5.4%
COc1cc(OCc2cccc(-c3ccccc3)c2C)cc(OC)c1CN1CCCC[C@H]1C(=O)O,9.0%
O=C(OCC#CCSc1nnc(-c2ccc3ccccc3c2)o1)c1ccccc1,4.2%
O=C1CCc2cc(S(=O)(=O)Nc3cc(F)cc(Cl)c3)c(F)cc2N1,2.8%

# Source: PubChem
